Compound activity from PubChem.
core dimer inh: HCV core protein dimerization inhibition. inhibition, % at 5 µM. TR-FRET GST/Flag-core106 dimerization, 1536-well. hit rate 0.33% among 300,000;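 active = inhibition above the mean of all tested compounds plus 3 SD, set per screening campaign, cut at about 45% in these data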
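Assay system: tagged HCV core106 pair (GST and Flag); medium: KF-containing HEPES buffer, pH 7.45, DTT, CHAPS, BSA; also added: Eu donor and XL665 acceptor anti-tag antibodies; dosing: 5 µM single dose; timing: compound-protein-antibody incubation 4 h at 22.5 °C; signal: TR-FRET 671 and 617 nm emission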
TPT1 inhibitor: blocks Candida albicans tRNA 2'-phosphotransferase | inhibition, % at 5 µM | hit rate 0.81% among 300,000 | recombinant caTPT1, FP RNA substrate dephosphorylation;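 active = inhibition above the mean of all tested compounds plus 3 SD, set per screening campaign, cut at about 24% in these data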;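 also: plate controls were DMSO alone for no effect and ferristatin control at 100 nM for full effect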
procasp3 activ: activates human procaspase-3. hit rate 0.11% among 330,000. activation, % at 8.5 µM. recombinant procaspase-3 D3A, Ac-DEVD-pNA absorbance 405 nm;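 active = activation above the mean of all tested compounds plus 3 SD, cut at about 21% in these data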;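 also: 0% = DMSO alone and 100% = DMSO wells spiked with extra 5 µM PC-3 D3A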
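Test system: Procaspase-3 D3A mutant; medium: Zinc-free HEPES/NaCl buffer with 0.01% Triton X-100 at pH 7.4; reagent: DEVD-pNA substrate; doses: one concentration, 8.5 µM nominal, 0.8% DMSO; times: 1 h preincubation plus 2 h reaction at 25 °C; signal: Epi-absorbance at 405 nm of released p-nitroaniline, 0 and 120 min; replicates: singlicate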
Fh CTSL1 inh: counter-screen for PFM18AAP inhibitors: inhibitors of F. hepatica cathepsin L1; recombinant F. hepatica cathepsin L1, Z-Leu-Arg-MCA fluorescence; inhibition, % at 5.96 µM; hit rate 0.49% among 300,000; AID 1906;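 active = inhibition above the mean of all tested compounds plus 3 SD, set per screening campaign, cut at about 17% in these data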;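 also: 0% = plate median of test compound wells and 100% = 1 µM Z-Phe-Ala-diazomethylketone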
PP1 inh: blocks human PP1-alpha phosphatase, a PP5 counter-screen. P62136. purified PP1alpha, OMFP fluorescence. inhibition, % at 6.7 µM. hit rate 0.9% among 320,000;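 active = inhibition above the mean inhibition of all tested compounds plus 3 SD, computed separately for each screening campaign, cut at about 15% in these data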
procasp7 counter: counter-screen for procaspase-3 activators: activators of human procaspase-7 | activation, % at 8.5 µM | hit rate 0.093% among 330,000 | P55210 | recombinant procaspase-7, Ac-DEVD-pNA absorbance 405 nm; D23A/D198A/D206A triple mutant, cannot self-cleave; scale: DMSO 0, 5 µM enzyme 100;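 active = percent activation above the screen-wide mean plus 3 SD, cut at about 25% in these data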
Target sequence (P55210 whole entry D23A/D198A/D206A): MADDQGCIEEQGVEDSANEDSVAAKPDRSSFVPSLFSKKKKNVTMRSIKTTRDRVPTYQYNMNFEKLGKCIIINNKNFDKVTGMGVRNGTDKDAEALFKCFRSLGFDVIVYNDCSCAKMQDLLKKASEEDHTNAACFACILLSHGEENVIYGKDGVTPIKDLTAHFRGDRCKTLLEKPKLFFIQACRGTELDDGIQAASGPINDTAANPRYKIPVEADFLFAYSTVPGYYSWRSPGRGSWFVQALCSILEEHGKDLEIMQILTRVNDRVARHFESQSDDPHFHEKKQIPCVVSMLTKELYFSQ
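System: Procaspase-7 triple mutant (PC-7 D3A); measure: % activation from two-timepoint absorbance difference, scaled to controls; times: 1 h compound preincubation, 2 h substrate cleavage, 25 °C; also added: Ac-DEVD-pNA substrate, 400 µM as added; measured by: Epi-absorbance of released pNA at 405 nm, two timepoints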
PP5 inh: blocks human protein phosphatase 5 activity | P53041 | purified PP5c, OMFP substrate fluorescence | inhibition, % at 6.7 µM | hit rate 0.18% among 320,000;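 active = inhibition above the campaign's mean inhibition across all tested compounds plus 3 SD, cut at about 9.5% in these data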;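 also: 0% = DMSO only and 100% = 100 µM cantharidin control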
AHR activator: activators of human aryl hydrocarbon receptor; AHR-responsive luciferase reporter cells, luminescence; activation, % at 5 µM; hit rate 2.5% among 320,000; in the data active = activation above about 47%;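 also: 0% = vehicle wells and 100% = reference agonist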
Target sequence (P35869 whole entry, looked up): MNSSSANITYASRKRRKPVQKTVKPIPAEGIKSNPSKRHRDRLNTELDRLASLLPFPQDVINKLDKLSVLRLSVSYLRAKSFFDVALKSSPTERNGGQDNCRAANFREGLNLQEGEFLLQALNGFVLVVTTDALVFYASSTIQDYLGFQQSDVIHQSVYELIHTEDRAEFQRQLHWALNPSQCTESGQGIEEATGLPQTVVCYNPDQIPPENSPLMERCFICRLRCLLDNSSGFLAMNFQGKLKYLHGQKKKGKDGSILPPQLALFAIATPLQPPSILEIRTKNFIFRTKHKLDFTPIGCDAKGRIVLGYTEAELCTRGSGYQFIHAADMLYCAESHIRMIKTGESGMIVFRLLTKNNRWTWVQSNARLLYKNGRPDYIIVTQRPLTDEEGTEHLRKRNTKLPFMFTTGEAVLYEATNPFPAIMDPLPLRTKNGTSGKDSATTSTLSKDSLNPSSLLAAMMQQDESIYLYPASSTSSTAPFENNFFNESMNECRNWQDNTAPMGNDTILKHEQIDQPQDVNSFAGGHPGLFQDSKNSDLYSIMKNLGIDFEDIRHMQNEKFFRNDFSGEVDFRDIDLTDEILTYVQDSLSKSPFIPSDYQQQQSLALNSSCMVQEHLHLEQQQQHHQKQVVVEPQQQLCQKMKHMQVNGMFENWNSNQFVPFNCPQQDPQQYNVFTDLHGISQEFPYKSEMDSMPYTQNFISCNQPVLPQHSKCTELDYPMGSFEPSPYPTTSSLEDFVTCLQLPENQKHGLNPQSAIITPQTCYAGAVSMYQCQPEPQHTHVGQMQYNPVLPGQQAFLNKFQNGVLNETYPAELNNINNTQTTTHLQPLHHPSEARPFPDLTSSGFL
PAFAH2 FP inh: PAFAH2 (human) inhibition | Q99487 | inhibition, % at 3.39 µM | recombinant PAFAH2, FP-rhodamine activity probe, fluorescence polarization | hit rate 0.99% among 340,000;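 active = inhibition above the mean over all tested compounds plus 3 SD, cut at about 30% in these data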;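 also: inhibitors block probe labeling of enzyme so polarization drops; 0% = enzyme with DMSO and 100% = wells lacking PAFAH2 protein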
* = called active by the depositor; x = no result given.

Start of the data: the first 4 records, to show the layout:
SMILES	core dimer inh	TPT1 inhibitor	procasp3 activ	Fh CTSL1 inh	PP1 inh	procasp7 counter	PP5 inh	AHR activator	PAFAH2 FP inh
COc1ccc(CCN2CN(S(=O)(=O)c3ccccc3)c3nc4ccccc4nc32)cc1OC	15.8	-0.6	-3.0	1.5	-3.6	1.6	-0.9	-1.4	3.2
CCCc1nc(SCC(=O)N2CCOCC2)c2c(C)c(C)sc2n1	2.7	-3.3	5.2	-0.4	0.3	4.2	2.3	2.8	2.9
CCCN(CCC)S(=O)(=O)c1ccc(Cl)c([N+](=O)[O-])c1	0.8	5.1	-4.8	-2.1	-2.8	6.4	3.3	2.5	3.0
Cc1cc(N)n(-c2ccc(S(=O)(=O)N3CCCC3)cc2[N+](=O)[O-])n1	-2.5	-3.0	4.5	-0.7	1.7	-1.1	-0.6	0.2	3.6

The whole of this part (from the top)
SMILES	core dimer inh	TPT1 inhibitor	procasp3 activ	Fh CTSL1 inh	PP1 inh	procasp7 counter	PP5 inh	AHR activator	PAFAH2 FP inh
COc1ccc(CCN2CN(S(=O)(=O)c3ccccc3)c3nc4ccccc4nc32)cc1OC	15.8	-0.6	-3.0	1.5	-3.6	1.6	-0.9	-1.4	3.2
CCCc1nc(SCC(=O)N2CCOCC2)c2c(C)c(C)sc2n1	2.7	-3.3	5.2	-0.4	0.3	4.2	2.3	2.8	2.9
CCCN(CCC)S(=O)(=O)c1ccc(Cl)c([N+](=O)[O-])c1	0.8	5.1	-4.8	-2.1	-2.8	6.4	3.3	2.5	3.0
Cc1cc(N)n(-c2ccc(S(=O)(=O)N3CCCC3)cc2[N+](=O)[O-])n1	-2.5	-3.0	4.5	-0.7	1.7	-1.1	-0.6	0.2	3.6
Cc1ccc(C)[n+](CC(=O)c2ccc(-c3ccccc3)cc2)c1	-5.0	-3.0	-5.0	-3.1	-0.8	3.5	2.0	19.1	-4.8
CCOC(=O)COc1ccc2c3c(c(=O)oc2c1C)CCC3	-1.8	-2.3	4.9	2.5	-2.7	2.5	-1.5	0.3	4.8
CCc1ccc(NC(=O)c2ccc(OC)c([N+](=O)[O-])c2)cc1	-0.9	-0.4	-7.8	3.9	-0.3	-6.6	1.0	-5.5	5.9
O=C(CCc1nnc(CCC2CCCCC2)o1)NCc1ccon1	3.3	-2.6	9.4	0.8	-4.1	7.0	-0.7	-0.7	1.4
COc1cccc(/C=N/n2c(SC)nnc2-c2ccccc2)c1OC	-1.4	5.1	-7.7	-5.4	-1.8	-2.6	0.4	61.4*	0.5
CCC(NC(=O)c1cncc(Br)c1)c1ccccc1 (stereo not given)	-3.1	-4.8	-7.3	-1.3	1.2	2.1	2.6	-3.1	3.3
O=C(N/N=C/c1ccccn1)c1ccc(Cl)cc1	-0.7	1.6	-5.2	-0.4	-3.0	14.9	1.9	7.7	2.5
COC(=O)[C@H](Cc1c[nH]c2ccccc12)NC(=O)CCCc1c[nH]c2ccccc12	-1.9	0.8	-1.5	-5.2	0.0	-2.5	-0.2	7.1	-2.4
CN(c1ccccc1)S(=O)(=O)c1ccc(Cl)c(C(=O)Nc2nc3ccccc3[nH]2)c1	20.7	-4.2	2.6	4.2	7.2	2.1	0.7	23.1	3.3
NS(=O)(=O)c1ccc(CCNC(=O)CCC2COc3ccccc3O2)cc1 (stereo not given)	-0.9	-0.6	-0.2	-4.1	-2.0	7.2	2.9	8.3	-2.9
O=C(Nc1ccccc1N1CCOCC1)c1cccc(F)c1	-1.8	-2.4	-8.8	-5.6	-3.7	4.7	-1.1	-0.6	-3.4
COC(=O)c1ccc(OCCOc2ccc(C(=O)OC)cc2)cc1	0.1	-1.7	-0.6	-1.6	-1.4	8.7	-0.7	0.0	0.6
COc1ccccc1N1CCN(Cc2ccco2)CC1	-4.5	0.9	-1.8	0.3	-1.0	2.5	1.2	-1.7	3.5
COc1ccccc1/C=C/C=N/n1c(C)nnc1C	-3.7	-1.0	0.4	1.0	13.5	-3.3	-1.2	8.1	11.7
CC1(C)C(=O)N(c2ccccc2)C(=O)c2ccccc21	-17.7	-1.0	0.9	-0.4	2.4	8.3	4.4	-1.6	-6.5
Cc1cccc(C)c1NC(=O)CN(C)C(=O)/C=C/c1cccs1	-7.6	-3.1	5.8	0.7	1.2	6.1	3.3	4.8	-1.4
CCSc1nnc(NC(=O)c2ccccc2)s1	0.3	0.1	7.8	-2.5	-3.2	11.3	1.4	6.4	0.7
CCCS(=O)(=O)N1CCCC(C(=O)NCCN(C)Cc2ccccc2)C1 (stereo not given)	5.0	-1.3	-2.3	-0.2	-1.5	-1.0	1.1	-0.5	-7.6
CCN1CCN(C(=O)CCN2C(=O)c3ccccc3C2=O)CC1	-22.2	-0.5	2.5	5.0	-3.6	0.9	3.0	-0.5	2.6
COc1cc2c(C(=O)O)c(C)n(C)c2c2ccccc12	-16.5	-6.7	1.8	-2.0	-0.9	1.0	0.4	14.5	5.4
CCCc1cc(=O)[nH]c(SCC(=O)N2CCc3ccccc3C2)n1	x	x	0.8	x	-1.6	3.9	3.8	6.0	-1.6
SMILES	core dimer inh	TPT1 inhibitor	procasp3 activ	Fh CTSL1 inh	PP1 inh	procasp7 counter	PP5 inh	AHR activator	PAFAH2 FP inh
COC(=O)C(C)NC(=O)C12CC3CC(CC(C3)C1)C2 (stereo not given)	-11.2	1.0	-1.9	4.3	-3.5	3.2	-7.2	7.0	4.5
CCSc1nc2c(c(=O)[nH]1)C(c1ccncc1)C(C(=O)OC(C)C)=C(C)N2 (stereo not given)	0.5	1.1	-8.9	0.4	0.5	8.8	3.0	48.5*	-0.2
Clc1ccc(CNc2ccccn2)cc1	-2.0	-0.5	3.9	0.6	-3.6	-0.6	1.0	3.1	-7.2
O=C(O)Cc1ccc(O)c(O)c1	11.7	-2.6	-14.8	-2.2	-4.5	-8.9	0.3	1.1	8.4
COc1ccc(N2C(=NC(=O)C3CCCCC3)SC3CS(=O)(=O)CC32)cc1 (stereo not given)	2.3	-6.6	-4.8	-1.5	-3.2	2.6	0.6	3.2	0.7
CC(=O)Nc1sc2c(c1C(c1ccccc1)N1CCOCC1)CCCC2 (stereo not given)	-6.4	-3.5	-2.5	-2.0	-3.2	-1.3	3.3	2.5	-1.4
C1CCC(c2nn3c(-c4n[nH]c5c4CCC5)nnc3s2)CC1	50.9*	-3.1	2.4	0.8	1.3	3.4	1.5	-10.9	9.7
O=C(Nc1cccc(S(=O)(=O)N2CCOCC2)c1)c1ccc(=O)[nH]c1	x	x	4.0	x	x	-1.1	x	-0.2	1.9
COc1cccc(COc2cc3ccccc3nc2C)c1	2.6	2.0	12.4	0.2	4.2	9.5	1.5	-10.4	-0.5
Cc1c(NC(=O)CCCOc2ccccc2)cccc1[N+](=O)[O-]	10.2	-2.8	1.7	2.7	0.8	-2.7	-0.1	-6.9	0.0
CCCCCC(=O)Nc1nnc(CCc2ccccc2)s1	-8.5	-5.4	2.2	2.6	0.3	-2.9	0.2	7.2	1.3
COc1ccc(OC)c(C(C)NC(=S)Nc2ccc(S(=O)(=O)Nc3ncccn3)cc2)c1 (stereo not given)	6.3	-2.7	4.6	-1.4	-3.9	0.5	0.1	-2.2	1.1
O=C(COc1ccc(Br)cc1Cl)NC(=O)NCc1ccccc1	1.1	-1.5	5.6	-1.0	3.1	3.3	-0.1	1.5	5.6
COc1ccccc1/C=N/NC1=NCCCCC1	2.5	-5.3	-1.0	2.1	-1.9	2.0	2.1	9.2	-2.8
Cn1c(C(=O)N2CCCC(Nc3ccc(F)cc3)C2)cc2ccccc21 (stereo not given)	5.8	2.4	-5.6	4.0	-1.5	2.4	0.0	4.2	2.7
CCn1c(=O)c([N+](=O)[O-])c(NCc2ccco2)c2ccccc21	3.4	0.0	-6.6	-2.1	2.2	2.5	-1.3	4.2	x
Cc1ccc(OCC(O)Cn2c(=N)n(Cc3ccccc3)c3ccccc32)cc1 (stereo not given)	-6.2	-1.9	-1.8	2.6	2.9	-3.8	4.0	0.6	4.6
CCC(C)c1ccc(S(=O)(=O)N2CC(=O)Nc3ccccc32)cc1 (stereo not given)	8.6	-3.1	-11.7	5.3	-1.4	-4.8	-0.2	1.7	-0.9
CCSc1nc2ccccc2c(=O)n1Cc1ccc(F)cc1	-1.7	-4.3	10.8	2.0	-7.2	0.6	2.6	-1.4	1.6
CCOCCc1nn2c(=O)cc(CSCC(=O)Nc3cc(C)cc(C)c3)nc2s1	-10.0	0.6	2.0	-2.8	-1.5	-1.2	3.4	5.5	5.4
CC(=O)n1cc([C@H]2C=C(C(=O)N3CCOCC3)O[C@@H](OCCCCO)C2)c2ccccc21	10.3	-2.4	7.7	-0.7	-1.8	-11.3	-0.3	8.0	0.3
CC(C)C[C@H](NC(=O)c1nc[nH]c1C(=O)N1CCN(C(=O)OC(C)(C)C)CC1)C(=O)OCc1ccccc1	-16.5	-6.3	-2.1	10.6	-0.7	-15.7	-6.2	2.0	5.2
Cn1c(=O)[nH]c(=O)c2c1nc(N1CCCCCC1)n2CCSc1nc2ccccc2[nH]1	-2.6	-2.7	4.0	-0.5	-4.3	13.5	1.9	5.8	-4.6
N=c1sccn1CC(=O)Nc1cc(S(=O)(=O)N2CCCCC2)ccc1Cl	-1.4	0.9	1.7	3.5	-4.9	2.4	-1.1	1.1	6.9
CC(=O)c1cc(-c2ccc(F)cc2)n(CCC(=O)Nc2cccnc2)c1C	-9.6	0.4	13.3	1.8	0.5	-4.2	2.0	17.3	3.4
SMILES	core dimer inh	TPT1 inhibitor	procasp3 activ	Fh CTSL1 inh	PP1 inh	procasp7 counter	PP5 inh	AHR activator	PAFAH2 FP inh
Cc1cc2c(cc1S(=O)(=O)N1CC(C)CC(C)C1)OCC(=O)N2 (stereo not given)	7.5	0.2	-0.2	-6.0	-1.7	10.5	3.8	0.1	6.0
CCOc1cc(/C=C2\NC(=O)NC2=O)cc([N+](=O)[O-])c1O	-18.6	2.1	4.8	1.3	-2.1	6.1	-0.6	0.4	4.2
Cc1cc(NC(=O)c2c(F)c(F)c(F)c(F)c2F)no1	-1.2	-0.6	11.4	-2.3	-2.6	-10.0	0.9	-3.8	-8.0
CCOC(=O)c1sc(N(Cc2ccccc2)C(=O)COC(=O)c2ccccc2O)nc1C	6.4	-1.0	1.6	6.3	-4.3	-0.3	0.8	16.3	-5.1
CCOc1ccccc1NC(=O)C1C2CCC(O2)C1C(=O)O (stereo not given)	3.0	0.1	-5.3	1.4	77.0*	2.0	76.7*	-0.6	6.5
COc1ccc(S(=O)(=O)NCc2cccnc2)cc1C(=O)NC1CCCCC1	-1.9	-4.1	1.0	-0.5	-5.4	6.6	0.6	-0.5	1.2
O=C(O)C1(P(=O)(c2ccc(Cl)cc2)c2ccc(Cl)cc2)CCCC1	-4.9	-1.6	-5.0	3.1	-1.5	3.0	-1.3	-0.2	-1.1
O=c1c2cc(N3CCOCC3)ccc2[nH]c(=S)n1CCN1CCCC1	6.6	1.1	-3.2	2.4	-2.0	-12.7	-1.9	4.2	8.1
COc1ccc(S(=O)(=O)Nc2ccc(NC(C)=O)cc2)cc1[N+](=O)[O-]	-3.1	1.8	6.0	-0.8	-2.1	-2.7	1.0	-0.4	-2.4
Cn1cnc(S(=O)(=O)Nc2ccc(Cl)c(C(F)(F)F)c2)c1	-4.7	-2.2	2.4	-1.0	1.0	3.4	-1.1	3.1	2.4
